# PI5P4Ka inh = PI5P4K alpha (human) kinase inhibition. PI5P4Kalpha enzyme, ADP-Glo luminescence, 60 min; stronger effect = lower value. P48426. max response, %. 330,000 compounds, 1.2% hits; active means max response of -50% or lower; inconclusive means between -30% and -50%; inactive means -30% or higher; further: value at the top dose of about 77 µM; on the % scale 0 is the no-effect control and ±100 the full control effect
# Target sequence (P48426 whole entry, looked up): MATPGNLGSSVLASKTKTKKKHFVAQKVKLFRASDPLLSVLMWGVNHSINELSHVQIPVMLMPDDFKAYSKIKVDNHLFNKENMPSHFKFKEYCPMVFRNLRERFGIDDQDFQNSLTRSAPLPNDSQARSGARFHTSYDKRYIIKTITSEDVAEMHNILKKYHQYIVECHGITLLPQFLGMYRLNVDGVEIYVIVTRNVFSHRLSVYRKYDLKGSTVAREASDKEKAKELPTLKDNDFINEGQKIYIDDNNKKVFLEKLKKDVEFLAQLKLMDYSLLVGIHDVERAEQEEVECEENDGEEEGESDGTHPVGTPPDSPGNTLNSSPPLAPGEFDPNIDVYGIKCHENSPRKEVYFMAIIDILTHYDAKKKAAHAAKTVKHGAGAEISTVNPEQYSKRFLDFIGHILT
#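 Reactions run in 0.038 M HEPES pH 7.4, 0.28 mM EGTA, 0.1% CHAPS and 5% DMSO, with PI5P4Kalpha, substrate, compound and 5 microM ATP final, one hour at room temperature. Readout is ADP-Glo luminescence.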
# EPAC1 ag = activates human EPAC1 exchange factor | O95398 | EPAC1 agonist qHTS, biochemical assay; response scale: 100% = response to 6.5 mM cAMP | Potency, µM (top dose mostly 154 µM), inactives show top-dose activation, actives largely listed as activators | 360,000 compounds, 0.073% hits; further: potency means the concentration at half of the fitted maximal effect; nearly all actives have a fitted effect of over 60% in size
#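 EPAC1 100 nM, Rap1B–BODIPY-GDP 250 nM, unlabeled GDP 50 uM; compound titration; 5 min RT; kinetic read ex480/em540 at 5-min intervals ×30 min; data normalized to 6.5 mM cAMP agonist control.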
# aSyn rescue = rescues yeast growth from alpha-synuclein toxicity. Yeast expressing alpha-synuclein, growth rescue, BacTiter-Glo, 24 h. Potency, µM (highest dose often 46.1 µM), inactives show at the top dose growth rescue (activation), usual class: activators. 370,000 compounds, 0.14% hits; further: potency means the concentration at half of the fitted maximal effect; % of control where 0% means no effect; nearly all actives have a fitted effect of over 65% in size
#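 Screening used galactose-induced yeast with toxic alpha-synuclein levels, exposed to compound for 24 hr at 30 deg C. Cell growth, read with BacTiter-Glo luminescence, gave the measured signal.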
# Abeta yeast res = A-beta toxicity reversal in yeast | Potency, µM (top dose mostly 46.1 µM), for inactives: top-dose growth rescue, most hits filed as activators | AID 1347071 | 410,000 compounds, 0.063% hits | yeast expressing A-beta42, growth rescue, OD600, 48 h; response scale: 0% DMSO, 100% iron-clioquinol control; further: potency means the concentration at half of the fitted maximal effect; nearly all actives have a fitted effect of over 55% in size
#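 Yeast growth medium received pinned compounds, then yeast cells expressing toxic A-beta were added; plates incubated at 30 C for 48 hr. Growth read as absorbance at 600 nm, normalized to DMSO and equimolar FeCl3 plus clioquinol controls.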
# WRN helicase inh = blocks human WRN helicase | WRN helicase unwinding, fluorescent forked duplex, kinetic | Potency, µM (doses to about 114 µM), inactives show at the highest dose activity change, negative = inhibition, actives largely listed as inhibitors | Q14191 | 360,000 compounds, 0.46% hits; further: potency means the concentration at half of the fitted maximal effect; on the % scale 0 is the no-effect control and ±100 the full control effect; nearly all actives have a fitted effect of over 55% in size
#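 Kinetic fluorescence helicase assay: unwinding of a quenched forked DNA duplex (100 nM final) with 2 mM ATP final raises red fluorescence (525/598 nm). Compounds sat 15 min at room temperature with 20 nM WRN beforehand.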
# FUS suppressor = FUS proteinopathy suppression in yeast; 390,000 compounds, 0.24% hits; Potency, µM (highest dose often 76.6 µM), for the others: top-dose growth rescue (activation), hits mostly activators; AID 1347120; S. cerevisiae FUS-expressing, growth rescue, OD600, 24 h;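 further: potency means the concentration at half of the fitted maximal effect; plate controls were DMSO vehicle for no effect and reference control for full effect; nearly all actives have a fitted effect of over 55% in size; some results filed as inactive show a strong effect at the top dose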
#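 Quantitative HTS measuring growth restoration of FUS-toxic yeast. Galactose-induced cells (OD 0.005) were exposed 24hr at 30C to compounds at several concentrations, then absorbance at 600 nm was recorded.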
# PLK1 PBD inh = inhibitors of human PLK1 polo-box domain binding; P53350; Plk1 PBD binding of FITC phosphopeptide, fluorescence polarization; Potency, µM, for inactives: max response, negative = inhibition, usual class: inhibitors; 360,000 compounds, 2.8% hits; AID 720504; further: potency means the concentration at half of the fitted maximal effect; series mostly up to about 57 µM; on the % scale 0 is the no-effect control and ±100 the full control effect; nearly all actives have a fitted effect of over 65% in size
# Target sequence (P53350 whole entry, looked up, the tested form may be a part): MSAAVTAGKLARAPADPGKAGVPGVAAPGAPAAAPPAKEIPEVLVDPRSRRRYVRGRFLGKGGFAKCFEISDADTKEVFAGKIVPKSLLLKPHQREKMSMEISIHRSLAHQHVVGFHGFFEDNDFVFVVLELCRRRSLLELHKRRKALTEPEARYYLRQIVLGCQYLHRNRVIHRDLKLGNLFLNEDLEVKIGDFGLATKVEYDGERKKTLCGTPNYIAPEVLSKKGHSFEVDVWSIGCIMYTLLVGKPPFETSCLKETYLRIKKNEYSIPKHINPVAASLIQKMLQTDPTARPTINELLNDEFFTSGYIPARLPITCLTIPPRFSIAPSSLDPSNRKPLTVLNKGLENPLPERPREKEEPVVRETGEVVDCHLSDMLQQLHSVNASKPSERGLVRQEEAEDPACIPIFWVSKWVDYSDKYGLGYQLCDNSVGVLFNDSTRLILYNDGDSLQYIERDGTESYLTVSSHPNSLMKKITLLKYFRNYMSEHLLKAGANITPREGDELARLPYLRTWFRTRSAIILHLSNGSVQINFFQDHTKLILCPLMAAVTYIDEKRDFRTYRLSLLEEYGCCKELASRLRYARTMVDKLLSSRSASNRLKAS
# EPAC1 antag = antagonists of human EPAC1. 360,000 compounds, 0.14% hits. EPAC1 GEF assay, Rap1b-BODIPY-GDP exchange fluorescence. Potency, µM (highest dose often 115 µM), without a hit: at the top dose activity change, negative = inhibition, usual class: inhibitors. O95398;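 further: potency means the concentration at half of the fitted maximal effect; plate controls were vehicle for no effect and positive control for full effect; nearly all actives have a fitted effect of over 50% in size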
# IL-2 act = activates IL-2 in a cell-based reporter assay. IL-2 activation reporter assay, cell-based qHTS; stimulated with anti-CD3/CD4/CD28 beads; in transgenic mouse T cells. activation, % (series mostly up to about 46 µM). 360,000 compounds, 0.065% hits. AID 652025; in the data active means activation above about 50%; inconclusive means mostly about 30% to 49%; further: 0% is about no effect
#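 EGFP and DsRed fluorescence is measured by plate cytometry in unstimulated transgenic mouse T cells exposed to compound for 60 minutes, then stimulated 18 hours at 37 degrees C with anti-CD3/anti-CD4 beads plus anti-CD28.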
# Active calls of the source: *; ? = inconclusive; / = not tested or not shown; & = joins results of further samples; [ ] = remark or other dose. Unless noted, the call rests on the fitted dose curve; in most records, active means well fitted curve in the direction sought with a large enough effect; inconclusive means small, poorly fitted or top-dose-only effect, or another doubt; inactive means no such curve, though single readings can be large; an effect the other way counts as inactive or inconclusive.
1) CCC(C)NC(=O)CCc1c(C)nc2nc(-c3cc(OC)cc(OC)c3)nn2c1C (stereo not drawn)
2) CC(C)C(C)NC(=O)COn1nnc2ccc(S(=O)(=O)N3CCOCC3)cc21 (stereo not drawn)
3) COc1ccc(OC)c(C(=O)C(=O)c2cc(OC)ccc2OC)c1
4) CC(C)N=Cc1c(O)[nH]c2ccccc12
5) COc1cc(C(=O)OCC(=O)Nc2sccc2C(N)=O)cc(OC)c1OC
6) Cc1ccccc1CNC(=O)C1CCC(=O)N(Cc2cccc(F)c2)C1 (stereo not drawn)
7) CC(Oc1ccc2c3c(c(=O)oc2c1)CCCC3)C(=O)NCCN1CCOCC1 (stereo not drawn)
8) CCCn1nnnc1SCC(=O)N1CCCCC1
assay / compound	1	2	3	4	5	6	7	8
PI5P4Ka inh	-3	-1	-6	/	0	4	5	2
EPAC1 ag	3%	-8%	-11%	-3%	11%	3%	7%	1%
aSyn rescue	1%	4%	-14%	0%	1%	1%	2%	-3%
Abeta yeast res	-1%&-2%	-1%	8%	-10%	6%	2%	-6%	-20%
WRN helicase inh	-5%	1%	-14%	4%	-8%	-4%	3%	-29%
FUS suppressor	-4%&-11%	-20%	-4%	0%	-4%	-5%	-18%	-8%
PLK1 PBD inh	-4%	2%	-6%	-8%	0%	-5%	1%	-14%
EPAC1 antag	0%	1%	-18%	-6%	2%	2%	-7%	-7%
IL-2 act	-0.6	-0.1	-0.3	-1.3	-0.3	-2.8	0.0	-1.1

9) CCCCn1c(-c2ccccc2)nc2c(=O)n(C)c(=O)[nH]c21
10) CC(C)COC(=O)C1C2C=CC3(CN(C(C)c4ccc(Br)cc4)C(=O)C13)O2 (stereo not drawn)
11) Cn1ncc(C#N)c1/N=C/N1CCCCCC1
12) Nc1nc(NCCCN2CCOCC2)nc(NCc2ccccc2)c1[N+](=O)[O-]
13) COc1ccccc1CNc1nc(NCc2cccs2)nc2ccsc12
14) COc1ccc(-n2nnnc2SCC(=O)c2cccc(OC)c2)cc1
15) O=C(c1cccc(S(=O)(=O)Nc2ccc(Br)cc2)c1)N1CCCC1
16) CC(O)C(NS(=O)(=O)c1ccc(Cl)cc1)C(=O)OCc1nnc(-c2ccccc2)o1 (stereo not drawn)
assay / compound	9	10	11	12	13	14	15	16
PI5P4Ka inh	-18	-5	/	0	-29	/	-3	-6
EPAC1 ag	6%	-5%	10%	4%	15%	8%	7%	3%
aSyn rescue	1%	0%	3%	-2%	-21%	-8%	6%	5%
Abeta yeast res	6%	2%	-2%	-14%	-7%	2%	23%	7%
WRN helicase inh	-9%	1%	-2%	-6%	-1%	-5%[57.1 µM]	1%	-3%
FUS suppressor	-8%	12%	24%	4%	8%	-6%	-3%	7%
PLK1 PBD inh	-1%	-6%	-3%	-3%	5%	-1%	-1%	-5%
EPAC1 antag	-4%	-27%	15%	-24%	-1%	1%	5%	-6%
IL-2 act	0.1	-0.9	2.4	-3.6	-0.6	-2.4	-5.0	-0.3

17) CCOC(=O)c1c(C)c(C(=O)Nc2ccc(N(C)C)cc2)c(C)n1CC
18) O=C(c1ccccc1)N1CCN(C(=S)NCCc2ccccc2)CC1
19) Cc1cc(NC(=O)CSCC(=O)NC(C)c2ccccc2)no1 (stereo not drawn)
20) CCCCSc1nc2ccc(Nc3nc(N4CCOCC4)nc(N4CCOCC4)n3)cc2s1
21) Fc1ccc(N2CCN(Cc3ccccn3)CC2)cc1
22) CCOC(=O)c1cc(=O)c2ccc(OCC(=O)Nc3ccccc3)cc2o1
23) CCOc1ccccc1/C=C/c1onc(C)c1S(=O)(=O)N1CCC(C(=O)N(CC)CC)CC1
24) O=C(CN1C(=O)c2ccccc2C1=O)Nc1ccccc1C(=O)N1CCCC1
assay / compound	17	18	19	20	21	22	23	24
PI5P4Ka inh	/	1	9	10	-2	3	17	-2
EPAC1 ag	-4%	-9%	-1%	13%	-3%	8%	13%	-4%
aSyn rescue	6%	5%	3%	1%	-3%	15%	-4%	-7%
Abeta yeast res	3%	-6%	0%	2%	-1%	13%	-9%	-13%
WRN helicase inh	2%	2%	-1%	-17%	0%	-9%	-2%	15%
FUS suppressor	?	-1%	-12%	18%	4%	13%	?	-15%
PLK1 PBD inh	-4%	-11%	-16%	-6%	24%	-4%	-8%	-4%
EPAC1 antag	4%	-18%	-20%	-14%	-4%	-15%	-13%	-2%
IL-2 act	0.7	3.8	-0.3	-0.9	-1.1	-0.5	-0.6	-4.4

25) Cc1ccccc1NC(=O)OCc1ccccc1
26) CCN1CCN(C(c2ccccc2F)c2nnnn2Cc2ccc3c(c2)OCO3)CC1 (stereo not drawn)
27) CC1=CC(=O)C=C(C)C1=NOc1ccccc1[N+](=O)[O-]
28) COc1ccc(N2CCN(Cc3nnnn3C3CCCCC3)CC2)cc1
29) CN(C)CCNC(=O)c1nn(C)c2c1CCc1ccccc1-2
30) O=C(Nc1ccc2c(c1)OCCO2)C(C1CC1)N1CCC(Cc2ccccc2)CC1 (stereo not drawn)
31) CC(N)c1csc(Nc2cc(Oc3ccccc3)ncn2)n1 (stereo not drawn)
32) Cc1ccc(S(=O)(=O)N2CC3(O)CN(C(=O)OC(C)C)N(C(=O)OC(C)C)CC3(OC(=O)NC3CC3)C2)cc1 (stereo not drawn)
assay / compound	25	26	27	28	29	30	31	32
PI5P4Ka inh	0	12	-20	4	3	7	1	-1
EPAC1 ag	-1%	14%	3%	12%	8%	3%	-8%	-11%
aSyn rescue	-6%	-1%	-4%	-5%	6%	1%	2%	-7%
Abeta yeast res	-1%	-17%	-12%	7%	-4%	-2%	-4%	-2%
WRN helicase inh	5%	-5%	-17%	6%	-5%	-2%	2%	4%
FUS suppressor	13%	24%	/	19%	0%	-4%	-15%	20%
PLK1 PBD inh	-9%	0%	-12%	-9%	0%	2%	-4%	-16%
EPAC1 antag	-8%	-7%	-3%	9%	-16%	-6%	-6%	12%
IL-2 act	-2.0	1.3	-3.4	-0.1	0.5	-0.8	-0.7	1.4

33) CC(Sc1nnnn1-c1ccccc1)C(=O)Nc1ccccc1-c1ccccc1 (stereo not drawn)
34) O=C(O)CCSc1ccccn1
35) COc1ccc(OCCNc2cc(N3CCOCC3)ccc2[N+](=O)[O-])cc1
36) CCc1ccc(/C=C/C(=O)c2ccc(S(=O)(=O)N(C)C)cc2)cc1
37) COCCn1c(SCC(=O)Nc2ncc(Cl)c(C)c2Cl)nc2ccccc21
38) CCn1c(C(O)c2cc(OC)ccc2OC)nc2ccccc21 (stereo not drawn)
39) NC(=O)[C@@H]1CC2(CC(c3cccc(NC(=O)[C@H]4CCC(=O)N4)c3)=NO2)CN1C(=O)c1ccc(Cl)cc1 (stereo partly drawn)
40) O=C1CCC(C(=O)N2CCN(c3cnccn3)CC2)CN1CCc1cccc(F)c1 (stereo not drawn)
assay / compound	33	34	35	36	37	38	39	40
PI5P4Ka inh	-2	-5	1	5	-19	6	0	-8
EPAC1 ag	3%	11%	10%	10%	-2%	9%	2%	-6%
aSyn rescue	3%	0%	6%	6%	11%	-9%	5%	9%
Abeta yeast res	?	5%	16%	1%	-1%	5%	-4%	-5%
WRN helicase inh	-7%	-4%	-11%	-8%	2%	-14%	11%	9%
FUS suppressor	13%	-20%	23%	/	31%	-4%	-3%	-7%
PLK1 PBD inh	-4%	13µM*	-27%	-9%	-6%	-3%	3%	0%
EPAC1 antag	-21%	-1%	-9%	-12%	3%	7%	-13%	8%
IL-2 act	-0.3	-2.9	-1.7	-0.4	-0.9	2.5	0.1	-1.7

41) CC(=O)Nc1ccc(S(=O)(=O)N2CCN=C2c2ccccc2)cc1
42) CC1(C)OC(=O)N(c2ccccn2)C1(C)O (stereo not drawn)
43) Cc1cc(S(=O)(=O)NCCN(C)C)c(C)s1
44) COc1ccc(N2CCN(C(=O)c3cccc(N4C(=O)C5C6C=CC(C6)C5C4=O)c3)CC2)cc1 (stereo not drawn)
45) O=C(Nc1ccc(F)c(Cl)c1)NC1CC1
46) CCC(=O)Nc1ccc(Oc2ccc3c(c2)C(=O)NC3=O)cc1
47) COc1ccccc1NS(=O)(=O)c1ccc(C(=O)NCC(c2ccco2)N(C)C)cc1 (stereo not drawn)
48) Cc1c(CCC(=O)O)c(=O)oc2cc3occ(-c4ccc(F)cc4)c3cc12
49) COC(=O)c1c(-c2ccccc2)oc2c1C(OCCO)CCC2 (stereo not drawn)
assay / compound	41	42	43	44	45	46	47	48	49
PI5P4Ka inh	9	3	-4	-3	-9	/	-7	0	-5
EPAC1 ag	-6%	0%	10%	-1%	-4%	-12%	1%	5%	-3%
aSyn rescue	0%	2%	/	14%	-9%	2%	-6%[1.84 µM]	17%	8%
Abeta yeast res	7%	0%	-5%	5%	-12%	-16%	0%	-95%[inhibitor]	11%
WRN helicase inh	3%	-12%	-4%	0%	3%	-6%	6%	?	5%
FUS suppressor	27%	9%	-15%	26%	-34%	11%	25%	15%	-4%
PLK1 PBD inh	1%	-7%	1%	0%	-5%	-5%	-12%	-22%	-2%
EPAC1 antag	3%	5%	-7%	24%	-11%	13%	19%	-19%	14%
IL-2 act	-1.3	0.6	1.8	-3.4	0.3	0.7	0.2	-0.4	0.5

# An excerpt from above with just Abeta yeast res and FUS suppressor:
No. | compound | Abeta yeast res | FUS suppressor
27 | CC1=CC(=O)C=C(C)C1=NOc1ccccc1[N+](=O)[O-] | -12% | /
28 | COc1ccc(N2CCN(Cc3nnnn3C3CCCCC3)CC2)cc1 | 7% | 19%

# Along the list, as entered above:
# Nos. 23 to 34 in PI5P4Ka inh, in turn: 17, -2, 0, 12, -20, 4, 3, 7, 1, -1, -2, -5
# Nos. 23 to 34 in Abeta yeast res, in turn: -9%, -13%, -1%, -17%, -12%, 7%, -4%, -2%, -4%, -2%, ?, 5%

# Source: PubChem BioAssay (National Center for Advancing Translational Sciences (NCATS))
